From PubChem BioAssay
Giardia killer – Small Molecules that selectively kill Giardia lamblia: qHTS; Giardia lamblia trophozoite viability; activity change, % at 7.66 µM, hits read low; 340,000 tested, 0.15% active; AID 540267, 2011; in the data active = activity change below about -80%; inconclusive = between about -30% and that limit;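 note: parasites exposed to compound for two days anaerobically before the ATP read; % is set by controls: 0 for no effect and ±100 for the full control effect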
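Giardia lamblia trophozoites (100 cells/well) were incubated with compounds for 48 h at 37 deg C under anaerobic conditions. Viability was read as ATP content by one-step luminescence after 15-30 min at room temperature.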
GALK inh – qHTS Assay for Inhibitors of Human Galactokinase (GALK); 270,000 tested, 0.007% active; P51570; Potency, µM (top dose mostly 57.5 µM), without a hit: top-dose activity change, negative = inhibition, hits mostly inhibitors; AID 1868, 2009; Purified GALK, Kinase-Glo residual ATP luminescence; note: potency is the fitted concentration of half-maximal effect; % is set by controls: 0 for no effect and ±100 for the full control effect
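The enzyme phosphorylates galactose (100 uM) using ATP (35 uM); inhibition is detected as higher residual ATP, quantified by bioluminescence after 1 h reaction at room temperature, pH 8.0.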
TCR act – Activators of T cell receptors: qHTS campaign; primary human leukocytes, anti-CD3, IL-2 HTRF, 48 h; Potency, µM (doses to about 9.22 µM), for the others: at the highest dose activation of IL-2 secretion, most hits filed as activators; 330,000 tested, under 10 active; note: % of control where 0% means no effect
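Primary human leukocytes were stimulated with a-CD3 beads plus compounds for 48 hr without co-stimulation; secreted IL-2 was quantified by HTRF using a-IL-2-K (europium cryptate) and a-IL-2-d2, excited at 320nm with acceptor emission read at 665nm.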
MLL CXXC-DNA inh – qHTS Fluorescence Polarization Assay for Inhibitors of MLL CXXC domain - DNA interaction | Histone-lysine N-methyltransferase 2A (Homo sapiens), Q03164 | MLL-CXXC / FITC-HOXA9 DNA fluorescence polarization | Potency, µM (series often up to 115 µM), without a hit: at the top dose activity change, negative = inhibition, hits mostly inhibitors | 290,000 tested, 0.037% active; active = well fitted inhibition curve with a large enough effect in the polarisation, with a control signal flat, not every such curve was filed as active; inconclusive = small, poorly fitted or top-dose-only effect, or effect the other way, or a change in a side signal; inactive = no such curve, though single readings can be large or run the other way; the % refers to the polarisation; note: potency is the fitted concentration of half-maximal effect
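Fluorescence polarization: 7 uM MLL-CXXC (stock) preincubated 5 min with compounds, then 50 nM fluorescein-HOX-A9 DNA (stock) added; 30 min ambient. Buffer 50 mM Tris-HCl pH 7.5, 50 mM NaCl, 1 mM DTT, 0.05% BSA.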
KCNH2 WT inh – qHTS for Inhibitors of KCHN2 3.1: Wildtype qHTS; Voltage-gated inwardly rectifying potassium channel KCNH2 (Homo sapiens), Q12809; U2OS, BacMam KCNH2, thallium flux FluxOr; active compounds read low; activity change, % at 1.84 µM; 340,000 tested, 0.37% active; AID 720551, 2013;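 active = maximum activity change below -70%; inconclusive = maximum activity change between -70% and -50%; inactive = maximum activity change above -50%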; note: % is set by controls: 0 for no effect and ±100 for the full control effect
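U2OS cells transduced with wild-type KCNH2 virus are loaded with FluxOr dye for 45 min, and thallium flux is measured in kinetic reads before and after stimulation buffer. Rate constants are normalized to DMSO controls.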
Chronic BCR inh – qHTS Assay to Find Inhibitors of Chronic Active B-Cell Receptor Signaling; ABC-DLBCL IkBa-CBG/CBR reporter, luminescence ratio, 4 h; Potency, µM (doses to about 46.1 µM), inactives show at the highest dose ratio change, negative = lower green/red ratio, actives largely listed as inhibitors; 340,000 tested, 0.05% active; active = well fitted inhibition curve with a large enough effect in the signal ratio, with a control signal flat, not every such curve was filed as active; inconclusive = small, poorly fitted or top-dose-only effect, or effect the other way, or a change in a side signal; the % refers to the signal ratio;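 note: potency is the fitted concentration of half-maximal effect; plate controls were basal doxycycline-induced cells for no effect and cells given 10 µM MG132 for full effect; MG132 reads +100%, hits lower the ratio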
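TMD8 ABC-DLBCL cells carrying doxycycline-inducible green luciferase fused to IkappaBalpha plus unfused red luciferase were exposed to compounds (up to 46 uM) for 4 hrs at 37C. Activity came from the overlap-corrected green/red luminescence ratio.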
Tb PFK inh – qHTS Assay to Find Inhibitors of T. brucei phosphofructokinase | ATP-dependent 6-phosphofructokinase (Trypanosoma brucei brucei), O15648 | T. brucei PFK, ADP-Glo luminescence | Potency, µM (highest dose often 57.5 µM), without a hit: at the top dose activity, negative = inhibition, hits mostly inhibitors | 330,000 tested, 0.17% active;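 note: potency is the fitted concentration of half-maximal effect; 0% = uninhibited 1x PFK enzyme wells and -100% = no-enzyme wells; nearly all actives have a fitted effect of over 60% in size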
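ADP-Glo luminescence quantified ADP after 45 min at room temperature, with 1.25 nM T. brucei PFK, 0.1 mM ATP and 0.5 mM fructose-6-phosphate in pH 8.0 TEA buffer. qHTS titrations up to 57 µM; curves classified by quality.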
AT treatment – qHTS Assay for Identifying a Potential Treatment of Ataxia-Telangiectasia; […] A-T fibroblasts, KAP-1 phosphorylation AlphaLISA; neocarzinostatin DNA damage 30 min before lysis; Potency, µM (doses to about 57.5 µM), for the others: top-dose activation, actives largely listed as activators; 320,000 tested, 0.19% active; AID 485349, 2010; note: potency is the fitted concentration of half-maximal effect; % of control where 0% means no effect; nearly all actives have a fitted effect of over 45% in size
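hTERT-immortalized A-T patient fibroblasts ([…]), 500 cells/well in OPTI-MEM, 1% FBS, got compounds for 60 min, then NCS for 30 min at 37C. Lysates were then assayed for phospho-KAP-1 by AlphaLISA (anti-pKAP1 donor, anti-KAP1 acceptor beads), 6 hr at 25C.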
TSHR antagonist – Antagonists of the Thyroid Stimulating Hormone Receptor: HTS campaign; TSHR-expressing cells, TSH-stimulated cAMP HTRF, 2 h; active compounds read low; activity change, negative = inhibition, % at 11.5 µM; 330,000 tested, 0.2% active;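 active = activity change below a set negative limit, meaning inhibition stronger than a set level, cut at about -70% in these data; inconclusive = activity change between two set negative limits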; note: % is set by controls: 0 for no effect and ±100 for the full control effect
Target sequence (P16473 whole entry, looked up): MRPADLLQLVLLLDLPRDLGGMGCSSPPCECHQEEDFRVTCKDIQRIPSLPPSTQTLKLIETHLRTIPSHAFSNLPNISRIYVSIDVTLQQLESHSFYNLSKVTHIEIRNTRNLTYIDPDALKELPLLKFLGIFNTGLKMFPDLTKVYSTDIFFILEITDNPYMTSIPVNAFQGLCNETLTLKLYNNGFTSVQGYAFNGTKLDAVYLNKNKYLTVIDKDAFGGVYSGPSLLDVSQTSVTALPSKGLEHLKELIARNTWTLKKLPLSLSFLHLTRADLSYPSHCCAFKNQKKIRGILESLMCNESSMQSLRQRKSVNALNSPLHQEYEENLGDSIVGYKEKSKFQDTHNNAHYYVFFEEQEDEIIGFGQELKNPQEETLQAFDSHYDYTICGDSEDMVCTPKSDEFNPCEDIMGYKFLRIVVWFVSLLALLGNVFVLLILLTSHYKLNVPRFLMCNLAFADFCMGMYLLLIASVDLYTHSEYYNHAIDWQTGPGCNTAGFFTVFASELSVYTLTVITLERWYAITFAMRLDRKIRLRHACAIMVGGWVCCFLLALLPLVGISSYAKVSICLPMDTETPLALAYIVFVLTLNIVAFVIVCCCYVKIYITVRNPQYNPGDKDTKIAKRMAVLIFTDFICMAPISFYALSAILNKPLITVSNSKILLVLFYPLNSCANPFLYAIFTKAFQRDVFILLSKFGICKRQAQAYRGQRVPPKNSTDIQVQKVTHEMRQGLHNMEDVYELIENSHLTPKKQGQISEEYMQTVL
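TSHR-expressing cells were treated with compounds, then stimulated with TSH at EC80 (4nM final) for 2 hours at 37 deg C. Cellular cAMP was measured by HTRF competition between lysate cAMP and cAMP-d2 for a cryptate-labelled anti-cAMP antibody.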
Coupling enz – qHTS Assay for Inhibitors of Fructose-1,6-bisphosphate Aldolase from Giardia Lamblia: Coupling assay counterscreen; 290,000 tested, 0.67% active; activity change, negative = inhibition, % at 58.2 µM, hits read low; coupling enzyme system counterscreen, AmpLite Red fluorescence; in the data active = activity change below about -30%; note: % is set by controls: 0 for no effect and ±100 for the full control effect
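Activity here indicates interference with the coupling reaction, not aldolase inhibition. Compounds at 57.5 uM final met coupling enzymes for 10 min at RT; substrate and AmpLite Red detection followed, with a 525/598 nm fluorescence read after 20 min.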
An asterisk follows results filed as active; i = inactive; ? = inconclusive; . = no result given; [ ] = another dose, or the depositor's remark. Unless noted, calls come from the whole dose curve; as a rule, active = well fitted curve in the direction sought with a large enough effect; inconclusive = small, poorly fitted or top-dose-only effect, or another doubt; inactive = no such curve, though single readings can be large; an effect the other way counts as inactive or inconclusive. An unsorted share of the library (roughly 1.6% active in at least one column).

SMILES	Giardia killer	GALK inh	TCR act	MLL CXXC-DNA inh	KCNH2 WT inh	Chronic BCR inh	Tb PFK inh	AT treatment	TSHR antagonist	Coupling enz
c1ccc(-c2noc(-c3ccc4ccccc4c3)n2)cc1	-14	-2%	5%	-4%	2	.	2%	-1%	-8	0
CCOc1cccc(/C=N/NC(=S)Nc2cc(S(=O)(=O)N3CCOCC3)ccc2N2CCOCC2)c1O	-15	2%	1%[46.1 µM]	-2%	1	?	-1%	-2%	-4	1
O=S(=O)(NCC1CCN(c2ccc(S(=O)(=O)N3CCOCC3)cc2)CC1)c1ccccc1	-20	-1%	-1%	-11%	2	-10%	1%	18%	25	2
CCC(=O)Nc1ccc(NC(=O)c2ccccn2)cn1	-23	0%	4%	7%	-2	?	3%	-2%	3	1
COC(=O)c1sc2ncn(CC(=O)N(C)C3CCCCC3)c(=O)c2c1C	0	1%	0%	1%	-24	-2%	3%	3%	1	1
Cc1cccc(-c2ccc3ncnc(N(C)Cc4ccco4)c3c2)c1	.	.	.	.	.	?	3%	-12%	-6	.
CCOC(=O)c1oc2cccc(O)c2c1CN1CCOCC1	1	6%	-3%	-2%	-10	-2%	0%	1%	0	-1
CCN(C(=O)COC(=O)c1cc(-c2ccc(C)o2)nc2ccccc12)C1CCS(=O)(=O)C1 (stereo not given)	8	2%	-4%	1%	6	?	?	7%	-2	-6
CCOCCCNC(=O)C(c1ccc(Cl)cc1)N1CCC2(CC1)OCCO2 (stereo not given)	32[activator]	2%	0%	1%	-27	-1%	-3%	0%	3	-1
O=C(Nc1ccc(F)cc1)c1ccc(Cn2cnnn2)cc1	-8	-1%	0%	5%	4	-10%	1%	0%	-3	1
O=C(O/N=C\c1ccc(N2CCCCC2)c([N+](=O)[O-])c1)c1c(F)cccc1F	-20	-2%	-17%	-5%	-10	-16%	1%	-1%	-14	-3
CCCCn1c(N)c(N(CCOC)C(=O)CSc2nnc(-c3ccco3)n2CC)c(=O)[nH]c1=O	-19	.	.	.	6	0%	9%	1%	2	.
COc1ccccc1C(=O)NC(CCSC)C(=O)OCC(=O)c1ccc[nH]1 (stereo not given)	-7	0%	2%	-3%	4	-6%	0%	-5%	-12	-1
c1ccc2c(Nc3nc4c(s3)CCCC4)cccc2c1	-23	0%	2%	5%	-6	?	-5%	4%	-1	.
O=C(NCc1ccccn1)Nc1cc(Cl)cc(Cl)c1	-4	-6%	-3%	2%	-7	3%	-4%	6%	22	4
Cc1noc(C)c1COC(=O)COc1ccc(-c2ccccc2)cc1	?	1%	2%	-11%	4	0%	0%	2%	-6	-1
CC(C)(C)c1nn2cnnc2n(/N=C/c2ccc(O)cc2)c1=O	-14	1%	2%[46.1 µM]	11%	7	0%	11%	0%	2	2
COc1cccc(CNC(=O)N2CCN(S(=O)(=O)c3ccc(Cl)cc3)CC2)c1	-8	0%	2%	13%	-1	0%	-1%	0%	1	0
COc1ccc(-c2cc3cc(OC)c(OC)cc3c(C)n2)cc1C	8	-1%	0%	-5%	-1	?	12%	41%	-9	1
C=CCN(C(=O)Nc1ccc(F)cc1)C1CC(=O)N(c2ccc(OC)cc2)C1=O (stereo not given)	7	1%	-5%	7%	0	5%	-4%	0%	10	0
OC1(c2cccc(C(F)(F)F)c2)CCN(Cc2nnnn2Cc2ccccc2)CC1	-2	-2%	5%	-2%	i	?	2%	0%	3	0
FC(F)(F)c1cccc(/C=N/NC(=S)NC2CCCCC2)c1	12	-3%	2%	-3%	12	5%	-1%	5%	-16	0
COc1ccc(-n2ncc3c2CC(C)(C)CC3NC(=O)CCC2=NNC(=O)CC2)cc1 (stereo not given)	33[activator]	-6%	-2%	6%	-7	-5%	2%	23%	18	.
COc1ccc2ccccc2c1CN(C)Cc1ccccc1	5	2%	19%	0%	10	2%	0%	12%	10	-2
COc1ccc(CNC(=O)CSCc2cnn(-c3ccccc3)c2-n2cccc2)cc1	-12	2%	-7%	7%	-1	9%	-1%	.	4	1
CN(C)c1ccc(C(=O)Nc2nc3c(s2)CCCC3)cc1	7	-4%	-5%[46.1 µM]	0%	-5	?	2%	-14%	-39	-9
Cc1cccc(-n2c(=S)[nH]c3nc4c(cc3c2=O)COC(C)(C)C4)c1	-21	2%	12%	-4%	3	-12%	-9%	7%	-8	4
CCOCCCNC(=O)C(c1ccccc1)N(Cc1cccs1)C(=O)CNC(C)=O (stereo not given)	-17	0%	0%[46.1 µM]	9%	2	10%	-2%	-3%	6	2
O=C(Cn1c(=O)n(CCc2c[nH]c3ccccc23)c(=O)c2cccnc21)Nc1ccccc1F	14	.	-1%	29%	18	2%	4%	-10%	5	0
O=C(OCN1C(=O)c2ccccc2C1=O)c1cccc(OC(F)F)c1	-12	-2%	7%	-3%	-4	2%	1%	1%	-5	-1

Brought forward from above: two entries, followed by the next part.
SMILES	Giardia killer	GALK inh	TCR act	MLL CXXC-DNA inh	KCNH2 WT inh	Chronic BCR inh	Tb PFK inh	AT treatment	TSHR antagonist	Coupling enz
O=C(Cn1c(=O)n(CCc2c[nH]c3ccccc23)c(=O)c2cccnc21)Nc1ccccc1F	14	.	-1%	29%	18	2%	4%	-10%	5	0
O=C(OCN1C(=O)c2ccccc2C1=O)c1cccc(OC(F)F)c1	-12	-2%	7%	-3%	-4	2%	1%	1%	-5	-1
CCOc1ccccc1NC(=O)C1CCN(c2nc(-c3ccc(OC)cc3)no2)CC1	9	.	12%	.	-1	-10%	0%	-3%	0	2
COc1ccccc1NC(=O)Cn1nc(-c2ccncc2)nc1SCC(=O)NC1CCCC1	2	1%	3%	-15%	-16	-25%	8%	-2%	28	2
S=c1[nH]nc(Cc2cccs2)n1-c1ccccc1Cl	8	-2%	-4%	1%	-14	8%	-5%	0%	-12	-1
Cc1cc(C(=O)OCC(=O)N2CCOCC2)ccc1[N+](=O)[O-]	15	1%	3%	-2%	2	-4%	4%	21%	-3	-1
CCCCC(=O)Nc1nnc(C2=COCCO2)o1	3	-1%	-1%	-18%	6	-1%	2%	1%	-11	0
CC(=C/c1ccccc1)/C=N/N1CCN(Cc2ccc(C)cc2)CC1	3	-3%	2%	-13%	4	-3%	1%	-4%	-9	-1
Cn1ccnc1Sc1ccccc1[N+](=O)[O-]	-17	-1%	12%	13%	9	?	7%	-3%	-7	-1
CCC/C(=N\NC(=O)c1csc(C)c1C)c1cccs1	-11	-1%	-3%	7%	-17	?	0%	-4%	-2	0
COc1ccc([N+](=O)[O-])cc1NC(=O)c1ccc(Br)s1	4	9%	-9%	2%	2	7%	8%	-1%	-15	0
COc1cc(OC)cc(C(=O)NCC(=O)N2CCCCC2)c1	-9	6%	2%	3%	-6	0%	2%	14%	3	4
C[C@H](CO)N1C[C@H](C)[C@@H](CN(C)Cc2ccccc2)Oc2ccc(NC(=O)CCCCCC(=O)Nc3ccccc3N)cc2C1=O	-2	.	7%	.	-4	?	0%	2%	-1	.
O=c1[nH]c2ccccc2nc1/C=C/c1ccc(Cl)cc1	-12	-2%	-15%	21%	1	?	3%	2%	-9	0
CC(=O)Oc1c(Cl)c(N2CCOCC2)c(OC(C)=O)c2ccccc12	6	0%	-1%	1%	1	0%	22%	-1%	-2	3
CCC(C(=O)NN1C(=O)c2ccccc2C1=O)c1ccccc1 (stereo not given)	-5	3%	2%	-12%	-4	2%	-4%	5%	8	-1
NS(=O)(=O)c1ccc(C(=O)Nc2ccc(-c3nc4cccnc4s3)cc2)cc1	4	4%	4%	13%	-1	14%	1%	6%	0	-2
O=C(CC1SC(N2CCOCC2)=NC1=O)Nc1cc([N+](=O)[O-])ccc1Cl (stereo not given)	-18	0%	.	-2%	-8	-2%	1%	3%	-7	-1
O=C(Cc1c(F)c(F)c(F)c(F)c1F)Nc1nc(-c2ccccc2)cs1	-10	0%	-5%	6%	3	10%	-1%	2%	-33	-3
COc1ccc2nc(NC(=O)CSc3n[nH]c(N)n3)sc2c1	2	.	-6%	.	0	2%	?	5%	8	.
Oc1ccc(Nc2ncnc3scc(-c4ccccc4)c23)cc1	9	1%	5%[46.1 µM]	6%	4	2%	7%	-5%	-26	1
